# Compound activity (PubChem)
# AGP1 TOR yeast: yeast TOR pathway AGP1-GFP modulation. GFP response vs DMSO, % at 10 µM. S. cerevisiae AGP1-GFP multiplex flow cytometry, 3 h; GFP as percent of DMSO wells. actives 0.02% (n = 320,000);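 active = GFP response relative to DMSO above a set limit, near screen average plus 3 SD, cut at about 150% in these data; inconclusive = fewer than 70 cells counted for the yeast strain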;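 also: median GFP channel fluorescence of the gated AGP1 strain per well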
# MCL1-BIM inh: disrupts human MCL1 binding to BIM-BH3 peptide; Q07820; GST-MCL1 / FITC-Bim-BH3 fluorescence polarization; inhibition, % at 10.9 µM; actives 0.68% (n = 320,000);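 active = inhibition above the mean inhibition of all tested compounds plus 3 SD, set per campaign, cut at about 40% in these data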;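 also: 0% = DMSO wells and 100% = unlabeled Bim-BH3 peptide control; higher means more loss of mP so more displacement of Bim peptide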
# Target sequence (Q07820 whole entry, looked up): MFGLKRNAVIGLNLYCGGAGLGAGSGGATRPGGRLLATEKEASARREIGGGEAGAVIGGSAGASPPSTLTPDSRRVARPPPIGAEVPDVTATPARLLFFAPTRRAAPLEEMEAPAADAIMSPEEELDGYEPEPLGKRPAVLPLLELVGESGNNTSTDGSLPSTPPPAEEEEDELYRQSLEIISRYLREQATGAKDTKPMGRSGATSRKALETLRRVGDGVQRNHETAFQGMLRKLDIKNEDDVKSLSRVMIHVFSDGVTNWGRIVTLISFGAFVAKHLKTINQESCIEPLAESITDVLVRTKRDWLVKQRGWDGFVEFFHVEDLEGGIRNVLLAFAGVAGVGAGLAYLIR
# MEX-5 binding: C. elegans MEX-5 TCR-2 RNA binding activity; Q9XUB2; MEX-5/FITC-TCR2 RNA binding, fluorescence polarization; hits give low values; activity score (negative = inhibition of binding), % at 10 µM; actives 0.38% (n = 300,000);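 active = inhibition past about -25% in most replicates, and total fluorescence under double the plate's negative control median, limit read from the data; inconclusive = replicates evenly split on the limit, or fluorescence at least double controls; inactive = too little inhibition in most replicates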;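 also: 0% = DMSO and -100% = 5 µM competing unlabeled TCR2 RNA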
# VLA-4 inh: inhibition in a human VLA-4 binding assay; inhibition, % (about 7 µM as worked out from the volumes in the protocol); AID 2557; actives 0.2% (n = 330,000); P13612; VLA-4 expressing cells, ligand binding flow cytometry; in the data active = inhibition above about 50%
# Bcl-xL primary: inhibitors of human Bcl-xL | actives 0.7% (n = 320,000) | inhibition, % at 10.9 µM | GST-Bcl-xL / FITC-Bim BH3 peptide fluorescence polarization;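 active = inhibition above the mean of all tested compounds plus 3 SD, cutoff set per campaign, cut at about 30% in these data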;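 also: 0% = DMSO wells and 100% = unlabeled Bim-BH3 peptide competitor; inhibitors lower millipolarization by displacing the labeled peptide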
# Target sequence (Q07817 whole entry, looked up): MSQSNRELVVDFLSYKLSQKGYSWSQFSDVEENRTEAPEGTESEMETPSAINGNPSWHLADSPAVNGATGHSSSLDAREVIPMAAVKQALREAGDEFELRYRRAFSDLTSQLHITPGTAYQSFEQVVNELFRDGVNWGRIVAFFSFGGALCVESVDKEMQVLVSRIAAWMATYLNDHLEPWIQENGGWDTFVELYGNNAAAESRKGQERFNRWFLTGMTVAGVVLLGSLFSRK
# GLD-1 RNA inh: GLD-1-TGE RNA interaction inhibition (C. elegans); purified GLD-1 + fluorescein TGE RNA, fluorescence polarization; inhibition, % at 5.96 µM; Q17339; actives 0.44% (n = 320,000);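 active = percent inhibition above a per-plate cutoff, the plate mean of test compounds plus 3 SD, cut at about 30% in these data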;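 also: 0% = DMSO wells with GLD-1 and probe and 100% = wells lacking GLD-1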
# Target sequence (Q17339 whole entry, looked up): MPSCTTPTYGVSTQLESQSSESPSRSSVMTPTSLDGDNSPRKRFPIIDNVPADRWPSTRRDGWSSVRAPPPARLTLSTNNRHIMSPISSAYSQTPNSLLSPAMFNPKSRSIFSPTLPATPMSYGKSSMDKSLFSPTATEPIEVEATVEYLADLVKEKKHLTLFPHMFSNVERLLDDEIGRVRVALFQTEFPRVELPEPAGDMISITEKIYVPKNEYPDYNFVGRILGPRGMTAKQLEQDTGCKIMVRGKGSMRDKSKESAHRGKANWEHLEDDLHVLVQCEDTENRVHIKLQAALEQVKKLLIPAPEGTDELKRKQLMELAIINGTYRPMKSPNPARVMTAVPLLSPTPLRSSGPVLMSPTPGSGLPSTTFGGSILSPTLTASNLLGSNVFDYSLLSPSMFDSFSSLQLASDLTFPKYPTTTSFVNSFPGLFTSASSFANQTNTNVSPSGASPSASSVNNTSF
# Fam108B counter: blocks mouse Fam108B hydrolase in RBBP9 counter-screen; AID 1947; inhibition, % at 9.51 µM; actives 0.33% (n = 300,000); recombinant Fam108B, FP-Rh probe fluorescence polarization;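 active = inhibition above the screen mean inhibition plus 3 SD, computed separately per campaign, cut at about 18% in these data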;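 also: inhibitors lower polarization as less probe binds the enzyme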
# CIT2-GFP yeast: yeast TOR pathway CIT2-GFP modulation; S. cerevisiae CIT2-GFP strain, flow cytometry, 3 h; 100 means same as DMSO wells; GFP response vs DMSO, % at 10 µM; actives 0.065% (n = 320,000); AID 2029;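 active = GFP response relative to DMSO above a set limit, near the screen mean plus 3 SD, cut at about 150% in these data; inconclusive = Fewer than 70 cells measured for a yeast strain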;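 also: ratio of well median GFP fluorescence to mean of DMSO wells on the plate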
# GRK2 inh: inhibitors of human GRK2 displacing RNA aptamer; AID 488847; inhibition of aptamer binding, % at 10 µM; actives 0.59% (n = 330,000); bead flow cytometry, FAM-aptamer displacement from GRK2;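 active = inhibition of aptamer binding above 40%, roughly 3 SD of noise, on plates passing a quality check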;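 also: median bead fluorescence of bound FAM aptamer so fluorescent compounds give negative values; no value below 0 was filed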
# An asterisk follows results filed as active; ? = inconclusive; . = not tested or not shown.
SMILES,AGP1 TOR yeast,MCL1-BIM inh,MEX-5 binding,VLA-4 inh,Bcl-xL primary,GLD-1 RNA inh,Fam108B counter,CIT2-GFP yeast,GRK2 inh
Cc1cc(NC(=O)CSc2nnc(-c3ccc4c(c3)OCCO4)o2)no1,102,-3,1.1,8,-3,-1,-5,100,0
Cc1ccc(C(=O)N2CCN(c3ncnc4c(-c5ccccc5)nsc34)CC2)cc1,97,3,-1.0,-4,2,3,0,107,0
CCCCC(=O)Nc1nc(-c2ccc(S(=O)(=O)N3CCOCC3)cc2)cs1,86,5,-3.0,2,4,4,0,94,1
COCCCNc1nc2c(c(=O)[nH]c(=O)n2C)n1CC(O)COc1ccccc1 (centres undefined),99,2,-1.4,-6,6,-2,0,105,0
COc1ccc(CC(=O)O/N=C(\N)Cc2cccc3ccccc23)cc1,84,-34,0.7,-342,-10,-11,5,86,1
COc1ccc2c(c1OC)C(=O)OC2N1C(=O)CC[C@H]1C(=O)NCC1CCCO1 (some centres undefined),100,-2,-2.4,6,0,4,-5,97,0
Cc1nnc(SC(=O)N2c3ccccc3Sc3ccccc32)s1,94,-12,1.4,10,-18,-4,-12,84,7
Nc1nc(-c2ccccc2)c(-c2ccccc2)o1,120,0,-0.3,17,0,5,0,126,0
CCOP(=O)(c1ccccc1)c1nc(-c2ccc(F)cc2)oc1N1CCCCC1 (centres undefined),95,-5,-1.0,8,3,-6,0,90,4
CSc1ccc(Cn2nnc(C(=O)NCCc3ccc(Cl)cc3)c2N)cc1,104,3,0.4,-7,-3,-3,1,85,0
Cc1cc(C)c2c(=O)n(CC(=O)NCCCN3CCN(c4ccccc4F)CC3)sc2n1,105,2,1.0,18,1,-1,1,99,0
COC(=O)CC/C(O)=C1\C(=O)CC(C)(C)CC1=Nc1ccccc1OC,102,3,1.6,12,5,2,-8,105,1
CCN(CC)c1ccc(/C=N\NC(=O)c2cccc3cc[nH]c23)cc1,105,4,0.9,-2,3,-2,10,104,0
CCCCOC(=O)NC(NCC(O)c1ccccc1)(C(F)(F)F)C(F)(F)F (centres undefined),103,1,0.3,-4,3,-1,2,104,5
Cc1ccc(C(=O)Nc2cccc(-c3nc4ncccc4o3)c2)cc1,99,-1,1.3,-3,-6,-4,-1,93,0
c1ccc(-c2cnnc(N3CCOCC3)n2)cc1,87,-1,1.8,9,3,-1,1,94,2
COc1ccc(NC(=O)CSc2ccc(-c3ccco3)nn2)c(OC)c1,85,11,1.7,-1,4,5,7,82,2
CC1CCCN(Cc2c(O)ccc3c(=O)c(-c4nc5ccccc5s4)c(N)oc23)C1 (centres undefined),98,3,-1.5,-4,2,3,15,103,0
CC(=O)NNC(=O)CCn1nnc(-c2ccc(Cl)cc2)n1,97,12,0.3,16,6,1,4,95,4
CCOc1ccccc1NC(=O)COC(=O)CC(C)(C)CC1=NS(=O)(=O)c2ccccc2N1,112,0,-0.8,0,3,-2,-1,112,7
O=C(O)CCn1c(Cc2ccccc2)nc2ccccc21,91,2,-1.4,4,1,-2,0,90,0
Cc1cc(NC(=O)CSc2nc3ccccc3s2)no1,98,7,.,14,4,10,2,100,1
c1ccc(CC2CCCNC2)cc1 (centres undefined),112,7,1.2,16,4,-4,2,115,4
CN(C)C(CNC(=O)c1ccc(OCc2cn3ccccc3n2)cc1)c1ccco1 (centres undefined),98,15,.,15,7,6,.,98,0
Cc1ccc(S(=O)(=O)N2[C@@H](c3ccccc3F)C(C(=O)O)=CC[C@H]2c2cccc(C)c2)cc1,85,0,.,30,3,1,0,115,3
CCOC(=O)C1CCN(C(=S)Nc2ccc(C)cc2)CC1,101,-1,-1.0,11,-1,-5,8,101,4
CCc1c(C)sc(NC(=O)c2cc(-c3ccc(O)cc3)on2)c1C#N,95,1,-0.8,4,1,-2,-8,94,0
COc1cc(/C=N/NC(=O)CCN2CCN(Cc3ccccc3)CC2)cc(OC)c1OC,?,-2,1.5,2,2,-1,-5,?,1
CCN1c2cccc3cccc(c23)S1(=O)=O,120,24,-4.7,6,21,16,1,114,4
Cn1c(=O)c(=O)n(C)c2cc(S(=O)(=O)N3CC(=O)N(CCc4ccccc4)C(=O)C3)ccc21,105,1,1.4,0,3,-1,0,93,0
O=C(Nc1ccc(F)cc1)c1cncs1,94,-5,-0.7,0,0,1,1,97,1
CC(C)CC(=O)NS(=O)(=O)c1ccc(N)cc1,102,4,1.3,6,4,3,0,99,1
COc1ccc(NC(=O)Cn2nc(C(F)(F)F)c3c2CCCC3)cc1OC,101,-2,1.2,1,2,7,2,101,1
O=C(NCCc1ccccc1)C1CCN(C(=O)NCc2ccccc2)CC1,95,0,-1.3,11,1,4,-2,.,2
CC(=O)Cc1nsc(NC(=O)c2cc(-c3ccccc3Cl)oc2C)n1,106,0,-0.6,8,2,-1,-3,109,2
COC(=O)CNC(=O)C1CCN(C(=O)OCc2ccccc2)CC1,111,4,-0.9,0,7,11,-3,112,0
CC1CC(C)CN(CCCNC(=O)C2CCCN(c3ncnc4c3nc3n4CCCCC3)C2)C1 (centres undefined),107,6,0.0,7,4,41*,0,108,3
Cc1ccc2nsnc2c1NC(=O)c1ccc([N+](=O)[O-])cc1,104,3,-0.1,-34,3,-3,-3,102,0
O=C(O)COc1c(-c2ccco2)oc2ccccc2c1=O,100,3,-7.0,6,7,9,0,93,1
C/C(Cn1nnc([N+](=O)[O-])n1)=N\NC(=O)c1ccncc1,99,2,-1.9,11,1,-5,-4,76,3
O=C(c1ccccc1F)N1CCN(C(=O)C2CC2)CC1,98,3,-1.1,2,8,6,-1,99,0
O=[N+]([O-])c1ccc(N/N=C/c2ccc(OCc3cccc4ccccc34)cc2)nc1,105,0,-6.4,-23,0,-8,-4,.,0
C#CCn1c(O)c(N=NC(=O)C(O)c2ccccc2)c2ccccc21 (centres undefined),97,-1,-1.1,4,-2,6,4,86,2
COc1ccnc(Oc2ccc(C)cc2)c1C#N,95,2,1.8,14,6,-2,-2,97,0
COc1cc(C(=O)Nc2ccc(-c3nc4cc(C)ccc4o3)c(O)c2)cc(OC)c1OC,91,2,1.1,5,-2,3,-31,92,0
COc1cc2cc(CN(CCCN3CCOCC3)C(=O)Nc3ccc(F)cc3)c(=O)[nH]c2cc1OC,97,0,2.3,-5,-1,7,0,94,1
O=C(O)CCc1ccc(-c2ccccc2)n1-c1cccc(O)c1,95,-1,-1.6,23,-2,-2,3,89,2
COc1cccc(S(=O)(=O)Nc2cccc(C(=O)N3CCCC3)c2)c1,96,.,2.8,10,.,.,.,95,1
O=C(CN1CCCc2ccccc21)N/N=C/c1ccccc1,92,29,2.7,-3,16,-10,4,93,0
Cc1[nH]c2ccccc2c1C(=O)COC(=O)C(C)C,104,10,0.9,3,7,-4,2,101,0
COCCNC(=O)CN(C(=O)CCC(=O)Nc1cc(C)on1)c1ccc(C)cc1C,107,15,1.0,0,11,-3,2,96,2
CCOC(=O)c1ccc(-n2c(CCC(=O)O)ccc2-c2ccc(F)cc2)cc1,93,-6,-2.1,-3,-4,-9,-6,96,0
O=[N+]([O-])c1cc(Cl)ccc1-c1nc(-c2ccccc2)no1,85,2,2.8,20,-2,0,2,69,0
CC(=O)OCCNC(=O)c1cc2ccccc2oc1=O,100,2,-1.1,-8,8,-1,0,100,0
C[C@@H](C(=O)NCC1CC1)[C@H]1C[C@]1(C)[C@H](NC(=O)OCc1ccccc1)c1ccccc1,79,4,-1.4,11,4,2,0,68,3
CCOC(=O)N1CCN(C(=O)c2ccc3c(=O)n(CCC4=CCCCC4)c(=S)[nH]c3c2)CC1,.,3,-1.4,10,4,4,-1,84,0
O=C(CSc1ccccc1)Nc1ccncc1,98,-3,-0.9,0,1,-7,1,97,2
Nc1cccc(-c2nc3ccc(C(=O)c4ccccc4)cc3[nH]2)c1,102,-7,-3.0,0,2,10,3,102,1
CC1(C)NC(=O)N(CC(=O)OCC(=O)NC(=O)c2ccccc2)C1=O,108,-17,-0.8,27,-8,0,4,91,2
CCN1CCCC1CNC(=O)Cn1nc(C)n2c(cc3cc(C)ccc32)c1=O (centres undefined),96,4,-0.5,17,9,-4,1,97,0

# Later entries.
SMILES,AGP1 TOR yeast,MCL1-BIM inh,MEX-5 binding,VLA-4 inh,Bcl-xL primary,GLD-1 RNA inh,Fam108B counter,CIT2-GFP yeast,GRK2 inh
COc1ccc(CN2CCNC(=O)C2CC(=O)N(C)CCC2CCOCC2)c(OC)c1 (centres undefined),103,6,-1.5,5,4,2,3,104,3
CN([C@@H](C(=O)OC(C)(C)C)c1ccccc1)S(=O)(=O)c1cccc(S(=O)(=O)N(C)[C@@H](C(=O)OC(C)(C)C)c2ccccc2)c1,85,2,0.2,14,-2,-6,3,88,4
C=CCOC(=O)C1=C(C)NC(=O)NC1c1ccc2c(c1)OCO2 (centres undefined),95,9,-5.4,23,8,2,-5,99,2
Cc1ccc(C(=O)OC2CCCN(C)C2)cc1 (centres undefined),98,3,1.1,17,2,3,-6,94,1
COc1ccc(C(=O)n2nc(C)cc2C)cc1OC,98,7,-3.2,7,1,-7,-1,95,0
Cc1nc2c(s1)sc1ccccc12,105,-6,0.4,3,-1,-4,-1,106,0
COc1ccc(Cn2c(C)c(C)c(C#N)c2NC(=O)Nc2cccc(Cl)c2)cc1,101,5,-1.4,-6,10,-3,-10,.,0
COc1ccc(CC(=O)N2CCc3cc(OC)c(OC)cc3C2O)cc1OC (centres undefined),95,-1,0.7,-2,2,4,2,102,3
Cc1[nH]c2ccccc2c1C(=O)C(C)OC(=O)c1ccc(Cl)nc1 (centres undefined),104,-8,-1.7,18,-8,2,-3,87,3
CCOCCOC(=O)C1=C(C)NC2=C(C(=O)CC(c3cccs3)C2)C1c1ccsc1 (centres undefined),96,-1,1.5,21,-1,8,2,93,3
CC(=O)c1ccc(N=Nc2ccc(N)cc2)cc1,92,2,-3.3,-1,9,-2,4,100,0
CN(C)C(=O)c1cn(-c2ccccc2)nc1-c1cccc([N+](=O)[O-])c1,96,7,-2.0,9,7,10,5,99,0
CC(=O)c1cccc(NC(=O)C(C)N(C)CC(=O)Nc2ccc(Cl)cc2)c1 (centres undefined),109,0,0.6,-1,6,2,1,93,3
Cc1cc(C)c(C)c(S(=O)(=O)N2CCC(C(=O)Nc3ccc(S(=O)(=O)N4CCOCC4)cc3)CC2)c1C,101,-15,1.6,8,-9,0,-31,107,0
CCOC(=O)C(C)NC(=O)Cn1ncc2c(=O)oc3ccc(C)cc3c21 (centres undefined),110,0,1.1,2,2,-2,0,101,1
CSc1ccccc1-c1nnc(-c2ccc(C)cc2)o1,98,-4,-0.5,23,1,7,1,101,1
CCOC(=O)N1CCN(S(=O)(=O)c2ccc(C)c([N+](=O)[O-])c2)CC1,.,7,4.7,7,-2,9,2,93,0
Cc1cc(N(C)C)c(C#N)c(=O)[nH]1,93,5,-0.8,4,3,2,-4,86,1
